E-selectin induc: E-selectin induction on HUVECs. P16581. HUVEC E-selectin immunofluorescence imaging; normalized: neutral wells 0, TNF-alpha wells 100. 260,000 compounds, 0.37% hits. activation, % at 7.58 µM;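 active = mean E-selectin-positive cell signal at least 10% of the positive control, reached in at least 60% of replicates, without over 20% cell loss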;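 also: in these data hits start at about 27%; measured in HUVEC primary endothelial cells; signal is the percent of cells scored E-selectin positive by PE staining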
Target sequence (P16581 whole entry, looked up): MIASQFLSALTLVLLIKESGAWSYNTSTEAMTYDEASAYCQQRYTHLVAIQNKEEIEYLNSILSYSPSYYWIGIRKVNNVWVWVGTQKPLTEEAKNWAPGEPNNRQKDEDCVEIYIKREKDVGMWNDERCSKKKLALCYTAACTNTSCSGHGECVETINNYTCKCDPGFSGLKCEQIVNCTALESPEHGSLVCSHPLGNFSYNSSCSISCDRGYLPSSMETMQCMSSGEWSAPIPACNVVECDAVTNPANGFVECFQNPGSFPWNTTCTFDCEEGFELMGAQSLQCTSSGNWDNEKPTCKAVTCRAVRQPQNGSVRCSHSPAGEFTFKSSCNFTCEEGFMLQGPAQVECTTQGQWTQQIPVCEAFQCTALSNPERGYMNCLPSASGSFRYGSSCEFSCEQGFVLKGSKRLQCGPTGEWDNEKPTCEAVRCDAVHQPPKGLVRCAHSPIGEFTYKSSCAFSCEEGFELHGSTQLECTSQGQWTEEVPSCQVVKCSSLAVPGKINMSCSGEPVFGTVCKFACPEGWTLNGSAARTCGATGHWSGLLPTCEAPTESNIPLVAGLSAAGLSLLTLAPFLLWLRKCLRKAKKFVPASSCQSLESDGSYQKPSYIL
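material = human umbilical vein endothelial cells (HUVEC), E-selectin induction | quantity = 3,000 cells/well | medium = EGM-2 growth medium on 0.1% gelatin-coated wells | technique = immunofluorescence imaging | read-out basis = % PE-positive cells | control set = TNF-alpha positive control, DMSO neutral control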
RAD54 inh: RAD54 (human) branch migration inhibition. inhibition, % at 10.4 µM. 360,000 compounds, 0.14% hits. RAD54 Holliday junction branch migration, FAM/BHQ fluorescence;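 active = mean normalized replicate activity at least 40 and at least half of replicates scoring 40 or more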;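 also: 0% = median of neutral control wells and 100% = median of positive control wells; inhibitors cause a drop in the FAM fluorescence signal; in these data hits start at about 50%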
CASP6 VEID inh: caspase-6 (human) enzyme inhibition. P55212. purified caspase-6, Z-VEID-R110 cleavage fluorescence. inhibition, % at 12.5 µM. 350,000 compounds, 0.53% hits. AID 686996;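 active = mean inhibition across replicates at least about 35%, with every replicate also reaching that limit, limit read from the data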;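 also: 0% = median of neutral control wells and 100% = no fluorescence left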
esBAF inh: SWI/SNF esBAF complex inhibition | mouse ES cells, Bmi1-luciferase knock-in reporter, 24 h; 100% = twice the neutral-well signal | reporter increase, % at 12.5 µM | 350,000 compounds, 2% hits | AID 602393; in the data active = activation above about 40%;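 also: 0% = median of the plate's neutral control wells and 100% = double that signal; a rise in the Bmi1 reporter signal indicates esBAF inhibition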
ERp5 inh: ERp5 (human) disulfide isomerase inhibition; AID 651711; inhibition, % at 9.99 µM; Q15084; ERp5 insulin aggregation, absorbance 650 nm, 90 min; 350,000 compounds, 0.05% hits;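 active = mean replicate inhibition above about 25%, with every replicate also reaching it, limit read from the data, passing the limit was not always enough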
Target sequence (Q15084 whole entry, looked up): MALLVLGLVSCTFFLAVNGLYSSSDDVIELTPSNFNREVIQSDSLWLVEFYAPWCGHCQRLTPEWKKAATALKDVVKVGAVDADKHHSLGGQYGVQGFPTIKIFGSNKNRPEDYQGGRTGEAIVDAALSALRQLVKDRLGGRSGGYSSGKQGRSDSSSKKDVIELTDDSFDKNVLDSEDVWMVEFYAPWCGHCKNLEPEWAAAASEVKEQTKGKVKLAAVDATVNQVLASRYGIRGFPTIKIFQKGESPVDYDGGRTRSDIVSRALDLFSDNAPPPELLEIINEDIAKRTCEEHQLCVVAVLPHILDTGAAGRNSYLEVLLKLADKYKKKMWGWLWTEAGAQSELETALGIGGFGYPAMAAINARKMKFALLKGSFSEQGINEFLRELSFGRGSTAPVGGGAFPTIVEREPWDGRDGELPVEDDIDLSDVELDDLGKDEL
ARNT-TACC3 inh: disrupts binding between human ARNT and TACC3. AlphaScreen His-ARNT PAS-B/GST-TACC3 binding, luminescence; TACC3 fragment carries E629A point mutation. inhibition, % at 9.99 µM. 390,000 compounds, 0.66% hits. AID 623870;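 active = mean inhibition of replicates at least 50% and at least half of replicates each reaching 50%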;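 also: 0% = complete ARNT plus TACC3 wells and 100% = ARNT alone without TACC3; many hits fall short of the cut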
RAD52 anneal inh: inhibitors of human RAD52 DNA annealing. recombinant RAD52 DNA annealing, FRET fluorescence. 360,000 compounds, 0.46% hits. AID 651710. P43351. inhibition, % at 18.7 µM;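 active = every replicate showing at least 50% inhibition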
PglD inh: blocks C. jejuni PglD acetyltransferase activity; 360,000 compounds, 0.098% hits; purified PglD enzyme, DTNB colorimetric CoA detection; AID 602405; inhibition, % at 12.5 µM; in the data active = inhibition above about 16%, passing the limit was not always enough; also: strong numbers were not always called active
* hit, by the source's call; / = not tested or not shown; & = joins results of further samples.

SMILES	E-selectin induc	RAD54 inh	CASP6 VEID inh	esBAF inh	ERp5 inh	ARNT-TACC3 inh	RAD52 anneal inh	PglD inh
Cc1cc(C)cc(N2C(N)=NC(N)=NC2c2cccc(Cl)c2)c1 (centres undefined)	/	7	-2	3	9	6	2	-1
CN1C(=O)c2cc(NC(=O)c3ccccc3F)ccc2OC[C@H]2O[C@@H](CC(=O)NCc3ccc4c(c3)OCO4)CC[C@@H]21	0.1	3	-1	4	-3	-2	3	0
CNC[C@@H]1OCCCC[C@H](C)Oc2ccc(NC(=O)Nc3ccc(C(F)(F)F)cc3)cc2C(=O)N([C@@H](C)CO)C[C@@H]1C	0.1	-19	-1	-9	-7	10	7	6
Cc1cc(C)c2sc(NNC(=O)c3ccc(S(=O)(=O)N4CCc5ccccc5C4)cc3)nc2c1	0.2	4	1	-44	9	10	-5	-6
C=C(C)CN1C(=O)C(O)(CC(=O)c2ccc3c(c2)OCCO3)c2ccccc21 (centres undefined)	/	2	/	-4	/	-22	/	9
Cc1ccc(Cn2nc(C)c(NC(=O)c3cc(C)no3)c2C)cc1	-1.6	2	-1	1	0	0	-19	-3
O=C(N/N=C/c1ccoc1)c1ccccc1	-1.0	-2	23	12	3	/	-1	-3
O=C(CSc1nnc(-c2cccnc2)n1Cc1ccccc1)NCc1ccco1	/	4	3	2	-5	1	-21	3
N#C[C@H]1[C@@H](c2ccccc2-c2ccccc2)[C@H](CO)N1C(=O)Cc1ccncc1	0.0	/	-5	/	-2	/	0	/
CC(=O)Nc1ccc(S(=O)(=O)N(C)CC(=O)OCC(=O)N2CCCCC2)cc1	-2.0	/	-1	/	-4	-5	-9	/
COC(=O)c1cccc(S(=O)(=O)N(Cc2ccco2)Cc2cc3cc(OC)c(OC)cc3[nH]c2=O)c1	/	2	/	0	/	2	/	1
CCCCC1(C)OC(=O)C(=Cc2c[nH]c3ccccc23)C(=O)O1 (centres undefined)	/	/	0	/	3	2	-118	/
O=C(c1ccccc1)c1cc2ccc(O)cc2oc1=O	/	-3	/	30	/	-7	/	-5
Cc1ccc(S(=O)(=O)Nc2ccc3c(c2)C(=O)N([C@H](C)CO)C[C@@H](C)[C@@H](CN(C)C(=O)Nc2c(C)noc2C)O3)cc1	0.1	-7	/	-1	3	-5	-10	4
C[C@H](CO)N1C[C@H](C)[C@@H](CN(C)C(=O)Nc2ccc(C(F)(F)F)cc2)Oc2ccc(NC(=O)Nc3ccc4c(c3)OCO4)cc2CC1=O	0.2	5	-4	1	-5	-2	11	1

Another view of 2 compounds above.
O=C(N/N=C/c1ccoc1)c1ccccc1
  E-selectin induc: -1.0 | RAD54 inh: -2 | CASP6 VEID inh: 23 | esBAF inh: 12 | ERp5 inh: 3 | ARNT-TACC3 inh: / | RAD52 anneal inh: -1 | PglD inh: -3

O=C(CSc1nnc(-c2cccnc2)n1Cc1ccccc1)NCc1ccco1
  E-selectin induc: / | RAD54 inh: 4 | CASP6 VEID inh: 3 | esBAF inh: 2 | ERp5 inh: -5 | ARNT-TACC3 inh: 1 | RAD52 anneal inh: -21 | PglD inh: 3

Next compounds:
SMILES	E-selectin induc	RAD54 inh	CASP6 VEID inh	esBAF inh	ERp5 inh	ARNT-TACC3 inh	RAD52 anneal inh	PglD inh
O=Cc1cn(-c2ccccc2)nc1-c1cccc([N+](=O)[O-])c1	0.4	5	0	59*	-10	/	-6	7
C[N+]12CCC(CC1)C(OC(=O)C(O)(c1ccccc1)c1ccccc1)C2 (centres undefined)	2.5	9	-3	4	-4	-3	-4	5
CC(C)(C)NC(=O)C(c1ccc(-c2ccccc2)cc1)N(C[C@H]1CC[C@@H]([C@@H]2CC[C@H](CO)O2)O1)C(=O)c1ccc2ccccc2c1 (some centres undefined)	/	3	6	2	1	2	-5	1
O=C(CSc1nc2ccc([N+](=O)[O-])cc2s1)c1ccc2ccccc2c1	/	-1	-4	-5	-3	4	-11	-2
NS(=O)(=O)c1ccc(CCNC(=O)CCNS(=O)(=O)c2ccccc2C(F)(F)F)cc1	/	-14	1	-3	2	2	17	-1
CN(Cc1ccccc1)C(=O)c1ccc(Nc2nc(C(N)Cc3ccccc3)cs2)nc1 (centres undefined)	0.1	2	3	0	4	/	-135	/
NC(=O)CSc1nnc(COc2ccccc2)n1Cc1ccco1	-0.9	2	-2	-2	0	1	-10	1
O=C([C@H]1N[C@H]2c3ccc(/C=C/c4ccccc4)c(=O)n3C[C@H]2[C@@H]1CO)N1CCCCC1	-0.1	1	2	11	-5	-4	-16	0
Cc1cccc(-n2ncc3c(N4CCC5(CC4)OCCO5)ncnc32)c1	-0.2	-1	0	54*	4	1	-16	0
Clc1ccc(C2CSc3c4ncnc-4ncn32)cc1 (centres undefined)	0.4	-3	0	/	-2	5	4	-1
COc1ccc2nc(NC(=O)CS(=O)(=O)Cc3ccccc3)sc2c1	0.0	2	-2	/	1	-1	-8	1
CC(=O)Nc1ccc(SCC(=O)N(C)C2CCS(=O)(=O)C2)cc1 (centres undefined)	2.7	-10	6	4	1	26	-24	0
O=C(Nc1ccc(N2CCOCC2)c(S(=O)(=O)Nc2ccccc2Cl)c1)c1ccc(F)cc1	0.3	-3	-2	0	-8	-4	-6	3
Cc1ccc(S(=O)(=O)NC(=O)C2(C)CCN2C(=O)CC2CCCC2)cc1 (centres undefined)	0.0	16	-1	-5	4	/	-9	2
CCc1nc2c(OCc3ccc(OC)cc3)cccn2c1N(C)C(=O)C(C)C	/	-2	3	0	-4	/	-8	2
O=C(C1CC1)N1CC(=O)N2[C@H](C1)[C@@H](c1ccc(Br)cc1)[C@@H]2CO	0.0	/	0	/	0	/	-13	/
CO[C@H]1CN(C)C(=O)c2cc(NC(=O)c3cc(C)on3)ccc2OC[C@@H](C)N(CC2CC2)C[C@@H]1C	0.3	-1	/	3	4	-6	-1	1
CC1(C)NC(=O)N(CCCCOc2ccc(Cl)cc2)C1=O	/	5	/	-2	/	-7	/	0
COc1cccc(S(=O)(=O)N[C@H]2CC[C@@H](CCn3cc(-c4ccc(F)cc4)nn3)O[C@@H]2CO)c1	-0.7	3	-1	11	-3	-2	1	-3
O=C(NCCNS(=O)(=O)c1ccccc1Cl)c1cc(OCC(F)(F)F)ccc1OCC(F)(F)F	/	-7	/	5	/	17	/	3
N#Cc1ccc(-c2csc(NNC(=O)c3ccccc3)n2)cc1	/	-10	/	5	/	0	/	4
Cc1ccc(S(=O)(=O)n2ccc3c(OCCOCCNCc4ccc(F)cc4)cccc32)cc1	/	-2	3	3	1	1	-45	2
COc1cccc(S(=O)(=O)N[C@H]2CC[C@@H](CCNC(=O)Cc3ccncc3)O[C@H]2CO)c1	0.2	-7	1	2	-1	/	-24	1
CCN1CCN(c2cc(SC(C)C)nc(-c3ccc(OC)cc3)n2)CC1	/	9	/	1	/	7	/	5
O=Cc1ccc2c(c1)CCN2Cc1ccccc1	/	3	-2	-1	4	-13	-14	2
O=C(O)CCC(CNS(=O)(=O)c1ccccc1)C(F)(F)F (centres undefined)	2.2	/	-2	/	-3	-3	-15	/
CCCCSc1nc(NCc2ccco2)c2c3c(sc2n1)COC(C)(C)C3	/	-3	/	10	/	0	/	-6
CCN(C)C1CN(Cc2cn(Cc3ccccc3)nn2)S(=O)(=O)C1 (centres undefined)	-0.1	/	-3	/	-8	/	-11	/
O=C(Cc1ccccc1)Nc1cccc(C(=O)O)c1O	/	/	-1	/	6	1	-11	/
CCc1c(C)nn(C(=O)/C(C#N)=C\N(C)C)c1C	3.4	/	3	/	-1	1	-8	/
O=C(C1CCN(c2ncnc3c2nc2n3CCCCC2)CC1)N1CCCCC1	/	-6	-4	1	1	-1	15	-4
Cc1nc(C)c(C(=O)N2CCCC(C(=O)c3ccc4ccccc4c3)C2)s1 (centres undefined)	/	8	4	/	9	-5	-3	-2
CN1C2=C(C(=O)CC(C)(C)C2)C(c2cccs2)C2=C1CC(C)(C)CC2=O	0.5	-2	0	-7	3	-1	-12	-11
C[C@H](CO)N1C[C@H](C)[C@H](CN(C)S(=O)(=O)c2cn(C)cn2)Oc2c(NC(=O)NC3CCCCC3)cccc2C1=O	0.1	-10	3	-1	-5	-1	5	1
O=C(CNS(=O)(=O)c1ccc([N+](=O)[O-])cc1)N/N=C\c1ccc(O)cc1	-0.2	-9	0	3	0	4	-8	4
O=C(c1ccc([N+](=O)[O-])cc1)N1CCN(c2ncc(Br)cn2)CC1	0.2	0	-1	-3	2	-6	-16	1
Cc1c(NC(=O)Cc2ccccc2)cccc1C(=O)NN1C(=O)c2ccccc2C1=O	0.0	-1	-2	-4	-3	0	-31	-7
Cc1cc(NS(=O)(=O)c2ccc(Cl)cc2)nn1CC(=O)NCc1ccco1	/	-2	/	6	/	1	/	4
CN(CC(=O)OCC(=O)NCc1ccccc1)S(=O)(=O)c1ccc(F)cc1	-0.5	-16	-2	-8	-23	1	-1	1
COc1ccc(S(=O)(=O)N(C)C[C@@H]2Oc3ccc(NS(=O)(=O)c4c(C)noc4C)cc3CC(=O)N([C@@H](C)CO)C[C@H]2C)cc1	-0.4	10	/	4	11	-4	-6	2
C[C@@H]1CCCCO[C@@H](CN(C)S(C)(=O)=O)[C@H](C)CN([C@H](C)CO)C(=O)c2cc(NC(=O)C3CCCCC3)ccc2O1	-0.1	-8	3	-3	3	-9	-1	2
N#Cc1cccc(-c2ccc(C3[C@@H]4CN(C(=O)C5CC5)C[C@H]3N4)cc2)c1 (some centres undefined)	0.5&0.0	/	-2&1	/	0&-3	/	0&5	/
CN(C)C1(CNC(=O)Nc2ccccc2)CCCCC1	/	13	0	4	4	11	5	6
CCOCCc1nnc(NC(=O)c2cc(OC)c(OC)c(OC)c2)s1	/	-4	/	-6	/	0	/	4
CN(C)C(=O)c1cccc(-c2ccc3c(c2)[C@H]2[C@H](CCN2C(=O)Cc2ccccn2)[C@H](CO)N3C)c1	0.1	-5	/	1	/	5	/	5
CCOc1ccc(CCN2C(=S)N([C@@H](Cc3ccc(O)cc3)CN3CCC[C@@H]3CN3C(=S)NC[C@@H]3CC(C)C)C[C@@H]2Cc2ccccc2)cc1	-0.2	-5	1	-3	-2	/	-23	-2
CS(=O)(=O)c1ccc(C(=O)Nc2ccccc2N2CCOCC2)c(Cl)c1	-0.1	/	-3	/	-3	-13	-7	/
CCC(C(=O)OCC(=O)NCc1ccc2c(c1)OCO2)c1ccccc1 (centres undefined)	/	2	1	-1	-4	/	-9	-5
O=C1O[C@@H](c2ccccc2)[C@@H](c2ccccc2)N2[C@@H](c3ccccc3OCCO)[C@]3(C(=O)Nc4ccccc43)[C@@H](C(=O)O)[C@H]12	/	3	36*	/	-1	4	-29	1
CC1CCc2nc(/C(C#N)=C/c3ccncc3)sc2C1 (centres undefined)	-0.3	/	-2	/	-2	/	-45	/
CO[C@H]1CN(C)C(=O)c2ccc(NC(=O)Nc3ccccc3F)cc2OC[C@@H](C)N(C)C[C@@H]1C	0.0	9	-2	2	4	-5	0	-1
O=C(CN1CCN(c2ccccc2)CC1)Nc1cccc([N+](=O)[O-])c1	-1.0	-5	0	-3	8	1	-8	6
CCCNC(=O)Nc1ccc2c(c1)C(=O)N(C)C[C@H](OC)[C@H](C)CN(C(=O)CC)[C@@H](C)CO2	-0.1	-5	/	1	/	-3	/	3
COc1ccc(/C=C/C(O)=C2/C(=O)N(C)C3(C)CC2c2ccccc2O3)cc1 (centres undefined)	/	6	/	2	/	-3	/	-2
COc1ccccc1NS(=O)(=O)c1cc(NC(=O)CCc2nc3ccccc3c(=O)[nH]2)ccc1C	-0.7	-9	0	-6	4	-4	-148	-7
Cc1cc(C)nc(CCNC(=O)C2CCC(=O)N(Cc3ccccc3F)C2)n1 (centres undefined)	/	-5	3	8	1	-4	5	3
CSc1ncccc1C(=O)OCC(=O)NC(C)CCc1ccccc1 (centres undefined)	-1.8	18	-2	-6	/	1	-14	1

Screening results as filed in PubChem.
